Screening data (PubChem BioAssay)
GalR3 antagonist: GalR3 antagonists in HEK293 cells, primary screen, cell-based, fluorescence readout | Galanin receptor type 3 (Homo sapiens), O60755 | HEK293 GalR3-CNG cAMP membrane potential fluorescence; galR3 body fused to GalR1 C-terminus | inhibition, % at 3 µM | actives 0.44% (n = 360,000);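 active = inhibition above the screen-wide average plus 3 SD, cut at about 13% in these data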;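 note: forskolin and galanin both at EC90 stimulate the cells; cAMP rise reported by CNG channel membrane potential dye signal; 0% = forskolin plus galanin with DMSO and 100% = forskolin alone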
V1aR counter: agonists of human V1a receptor, primary screen, counter-screen for OXTR agonist project, fluorescence, CHO-V1R cells | Fluo-8 calcium fluorescence, agonist mode; 0% DMSO, 100% 3 nM vasopressin | AID 2797, 2010 | activation, % at 3 µM | actives 0.25% (n = 320,000) | Vasopressin V1a receptor (Homo sapiens), P37288;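 active = activation above the mean activation of all tested compounds plus 3 SD, per screening run, cut at about 20% in these data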;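 note: signal is peak over basal fluorescence ratio across a 100 second FLIPR read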
Target sequence (P37288 whole entry, looked up): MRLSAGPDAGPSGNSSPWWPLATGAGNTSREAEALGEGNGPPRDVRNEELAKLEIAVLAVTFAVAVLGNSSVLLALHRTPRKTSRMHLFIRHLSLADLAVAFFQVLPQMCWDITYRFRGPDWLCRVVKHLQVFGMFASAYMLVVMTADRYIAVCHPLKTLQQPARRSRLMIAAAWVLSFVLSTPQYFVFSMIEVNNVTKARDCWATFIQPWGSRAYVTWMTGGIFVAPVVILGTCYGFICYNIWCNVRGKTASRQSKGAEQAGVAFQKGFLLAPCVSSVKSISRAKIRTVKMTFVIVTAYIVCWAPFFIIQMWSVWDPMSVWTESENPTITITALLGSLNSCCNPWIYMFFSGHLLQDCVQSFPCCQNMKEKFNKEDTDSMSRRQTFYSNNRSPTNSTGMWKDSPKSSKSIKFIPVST
HCV NS3 hel inh: inhibitors of HCV NS3 helicase, primary screen, biochemical, Cy5 molecular beacon fluorescence; Hepatitis C virus NS3 helicase; NS3 helicase DNA unwinding; inhibition, % at 10.9 µM; actives 0.56% (n = 290,000); AID 1800, 2009;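 active = inhibition above the mean of all tested compounds plus 3 SD, set per campaign, cut at about 35% in these data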;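 note: 0% = DMSO wells and 100% = thioflavine S control wells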
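System: HCV NS3 helicase fragment; control set: DMSO and thioflavine S; technique: Cy5 fluorescence at 0 and 60 min, beacon hairpin quenching; reagent: beacon DNA duplex substrate plus ATP; replicates: singlicate; schedule: 1 h reaction at 25 °C, ATP-initiated; medium: MOPS buffer pH 6.5 with MgCl2, DTT, Tween20, BSA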
OXTR ag: human OXTR agonists, primary screen, fluorescence, CHO-OTR cells, Fluo-8 calcium; Oxytocin receptor (Homo sapiens), P30559; Fluo-8 calcium fluorescence; normalized: DMSO 0%, oxytocin 100%; activation, % at 3 µM; actives 0.32% (n = 320,000);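 active = activation above the mean of all tested compounds plus 3 SD, cutoff set per screening run, cut at about 20% in these data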;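 note: peak over basal fluorescence ratio from a 100 s FLIPR kinetic read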
Target sequence (P30559 whole entry, looked up): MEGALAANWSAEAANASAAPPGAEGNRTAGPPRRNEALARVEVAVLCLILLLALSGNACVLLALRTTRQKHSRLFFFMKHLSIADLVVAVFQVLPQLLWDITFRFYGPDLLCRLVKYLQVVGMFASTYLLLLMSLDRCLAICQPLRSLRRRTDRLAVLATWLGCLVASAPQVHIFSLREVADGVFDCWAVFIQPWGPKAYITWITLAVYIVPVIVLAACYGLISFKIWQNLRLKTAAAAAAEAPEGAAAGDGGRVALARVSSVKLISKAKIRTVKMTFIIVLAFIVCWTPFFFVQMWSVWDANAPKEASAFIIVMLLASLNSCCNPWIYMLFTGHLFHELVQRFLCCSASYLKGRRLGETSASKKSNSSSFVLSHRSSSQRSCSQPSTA
GPR7 antagonist: GPR7 receptor antagonists, primary screen, cell-based, fluorescence, single concentration; Neuropeptides B/W receptor type 1 (Homo sapiens), P48145; inhibition, % at 4.4 µM; actives 1.1% (n = 290,000); GPR7-expressing cells, fluorescence antagonist assay; AID 1861, 2009; in the data active = inhibition above about 16%, passing the limit was not always enough;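 note: cells stimulated with the agonist NPW; 0% = agonist with vehicle and 100% = vehicle without agonist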
PHOSPHO1 inh: PubChem AID 1565; Phosphoethanolamine/phosphocholine phosphatase (Homo sapiens), Q8TCT1; recombinant PHOSPHO1, absorbance phosphatase assay; inhibition, % at 13.3 µM; actives 1.1% (n = 290,000); in the data active = inhibition above about 60%
Target sequence (Q8TCT1 whole entry, looked up): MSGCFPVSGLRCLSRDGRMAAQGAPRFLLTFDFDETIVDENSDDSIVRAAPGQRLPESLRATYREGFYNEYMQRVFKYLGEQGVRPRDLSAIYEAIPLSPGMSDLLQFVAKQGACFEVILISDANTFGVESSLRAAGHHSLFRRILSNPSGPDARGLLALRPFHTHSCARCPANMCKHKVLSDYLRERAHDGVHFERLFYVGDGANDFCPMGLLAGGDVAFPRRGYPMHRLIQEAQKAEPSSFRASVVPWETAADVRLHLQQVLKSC
FID counter: compounds displacing fluorescent DNA intercalator, primary screen, artefact control for HCV NS3 helicase inhibitor project, biochemical, FID fluorescence; inhibition, % at 7.9 µM; AID 1845, 2009; actives 0.17% (n = 290,000); DNA fluorescent intercalator displacement; in the data active = inhibition above about 37%;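 note: 0% = vehicle and 100% = reference compound; higher means more ethidium bromide displaced from hairpin DNA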
IMP-1 inh: IMP-1 metallo-beta-lactamase inhibitors, primary screen, biochemical, epi-absorbance readout, Pseudomonas aeruginosa enzyme | AID 1556, 2009 | metallo-beta-lactamase IMP-1 (Pseudomonas aeruginosa) | inhibition, % at 5.6 µM | actives 0.45% (n = 290,000) | purified IMP-1, nitrocefin hydrolysis, epi-absorbance fluorescence;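 active = inhibition above the mean plus 3 SD of all compounds in the same screening run, cut at about 4.5% in these data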;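 note: 0% = IMP-1 with DMSO and 100% = DMSO wells lacking enzyme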
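System: Purified recombinant IMP-1 metallo-beta-lactamase enzyme | Measured by: Fluorescence quenching readout, ex 480/em 530 nm | Replication: Singlicate | Incubation: 15 min preincubation plus 25 min reaction at 25 °C | Evaluation: Percent inhibition from optical density relative to buffer-blank wells | Benchmarks: DMSO with and without IMP-1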
VIM-2 inhibitor: VIM-2 metallo-beta-lactamase inhibitors, primary screen, biochemical, epi-absorbance readout, Pseudomonas aeruginosa enzyme | purified VIM-2, nitrocefin hydrolysis, epi-absorbance fluorescence | inhibition, % at 5.6 µM | actives 0.89% (n = 290,000) | AID 1527, 2009;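 active = inhibition above the mean of all tested compounds plus 3 SD, cutoff set per screening run, cut at about 7.5% in these data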;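 note: red hydrolysis product quenches plate fluorescence so inhibitors raise well fluorescence; 0% = enzyme with DMSO and 100% = DMSO without enzyme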
Starred values were filed as active, the others as inactive; · = not tested or not shown.

item | Structure | GalR3 antagonist | V1aR counter | HCV NS3 hel inh | OXTR ag | GPR7 antagonist
1 | CC1Oc2ccccc2N(Cc2ccccc2F)C1=O (stereo unspecified) | -6 | -1.9 | 4 | -1.4 | -6
2 | Cc1ccc(NC(=O)c2sc(N)nc2-c2ccc([N+](=O)[O-])cc2)c(C)c1 | 2 | -1.2 | -10 | -1.1 | -17
3 | COC(=O)c1cc(C(=O)Nc2nnc(C3CC3)s2)cc([N+](=O)[O-])c1 | -7 | 1.6 | -2 | -1.2 | -4
4 | Cc1ccc2[nH]c(=O)c(CN(CC3COCCO3)C(=O)Nc3ccccc3C)cc2c1 (stereo unspecified) | -2 | -1.0 | -7 | -2.2 | -13
5 | COc1ccc(NC(=O)Nc2ccc(OCC(=O)N3CCOCC3)cc2)cc1OC | 0 | -0.2 | 5 | 0.4 | -10
6 | COc1cc(O)oc1C=Nc1ccc(C(=O)O)cc1 | -4 | 0.2 | -9 | -0.7 | -6
7 | CCOC(=O)CC(=O)CSc1nc(N)c(C#N)c(-c2ccc(F)cc2)c1C#N | -5 | 0.7 | 57* | 2.0 | 0
8 | COc1ccccc1OCCNC(=O)C(c1ccccc1)c1ccccc1 | -4 | -0.3 | -13 | -2.5 | -9
9 | Cn1c(NC(=O)c2ccc(F)cc2)nc2ccccc21 | -3 | · | 6 | · | -14
10 | O=C(NC1(C(F)(F)F)N=C(c2ccccc2)NC1=O)c1ccccc1 (stereo unspecified) | -1 | -0.6 | -1 | -1.0 | -4
11 | Cn1ncc2c(N3CCC(Cc4ccccc4)CC3)ncnc21 | -5 | 8.0 | -9 | 4.0 | -11
12 | CCCCNc1nc2c(c(=O)n(C)c(=O)n2C)n1Cc1cccc(OC)c1 | -1 | 1.3 | -19 | -1.1 | -12

item | PHOSPHO1 inh | FID counter | IMP-1 inh | VIM-2 inhibitor
1 | -2 | -7 | -4.5 | -3.4
2 | -10 | 0 | -2.4 | -3.0
3 | 10 | 1 | -1.4 | -1.0
4 | 28 | -31 | -2.7 | -3.5
5 | 15 | -5 | -3.0 | -0.2
6 | 24 | 3 | -1.6 | -2.5
7 | 21 | -4 | -1.3 | -0.3
8 | 18 | -28 | -3.5 | -2.5
9 | -25 | -13 | -4.3 | -4.7
10 | 3 | 3 | -0.9 | -3.0
11 | 35 | -22 | -1.8 | 1.3
12 | 7 | -25 | -5.4 | -2.3

(continued)
item | Structure | GalR3 antagonist | V1aR counter | HCV NS3 hel inh | OXTR ag | GPR7 antagonist
13 | CCCOc1ccccc1C(=O)N(Cc1cccs1)C1CCS(=O)(=O)C1 (stereo unspecified) | 5 | -0.3 | -2 | -0.4 | 8
14 | CCOc1cc(C(=O)NCCC(=O)N2CCC3(CC2)NCCc2[nH]cnc23)cc(OCC)c1OCC | -8 | -0.2 | -5 | 0.1 | -18
15 | O=c1[nH]c2c(Br)cnc([N+](=O)[O-])c2[nH]1 | -4 | -0.1 | -8 | -0.5 | -7
16 | CCC(NC(=O)CCl)c1ccc(C)cc1 (stereo unspecified) | -6 | -0.6 | 7 | 0.4 | -11
17 | CC(=O)c1cccc(NC(=O)c2ccc3c(c2)C(=O)N(Cc2cccnc2)C3=O)c1 | 2 | 4.1 | -6 | 2.7 | -4
18 | CC(=O)C1=C(O)C(=O)N(Cc2ccco2)C1c1cccc(F)c1 (stereo unspecified) | -6 | 1.2 | -1 | -0.2 | -9
19 | Cc1nc(SC2CC(=O)N(c3ccc([N+](=O)[O-])cc3)C2=O)nc2c1CCCC2 (stereo unspecified) | 0 | -1.3 | 4 | -1.5 | -13
20 | COC(=O)CC1=Nc2ccccc2NC(=O)C1 | -4 | 1.2 | 2 | 1.1 | -7
21 | S=C(NCCSCc1c(Cl)cccc1Cl)Nc1ccccc1 | -7 | 3.7 | -22 | 3.4 | -18
22 | CN(C[C@@H](Cc1cccc2ccccc12)N(C[C@H](Cc1ccccc1)N(CCc1ccccc1)N=O)N=O)N=O | -4 | -0.1 | 1 | -0.6 | -5
23 | COC(=O)Cc1ccc(NC(=S)Nc2cccc(C)n2)cc1 | -9 | -0.7 | -1 | -2.0 | -14
24 | O=C(CCN1C(=O)c2ccccc2C1=O)Nc1ccccc1C(=O)N1CCOCC1 | 0 | 0.9 | -5 | 0.2 | 0

item | PHOSPHO1 inh | FID counter | IMP-1 inh | VIM-2 inhibitor
13 | -8 | -18 | -2.0 | -2.8
14 | 27 | 13 | -1.1 | -1.6
15 | 13 | -6 | -3.1 | -1.9
16 | 6 | 2 | -0.8 | -2.0
17 | 28 | -27 | -0.9 | -1.9
18 | -10 | -4 | -2.2 | -3.9
19 | -8 | -7 | -1.0 | -6.7
20 | 12 | 2 | -4.9 | -2.1
21 | 27 | -4 | -2.8 | 0.4
22 | 30 | -5 | -0.1 | -1.9
23 | 28 | -20 | -2.8 | -1.6
24 | -9 | -7 | -2.9 | -1.7

Additional results
item | Structure | GalR3 antagonist | V1aR counter | HCV NS3 hel inh | OXTR ag | GPR7 antagonist
25 | O=c1c(Cc2ccc(F)cc2)c(O)ccn1C1CCCCC1 | -3 | -1.0 | 0 | -1.9 | 1
26 | COc1ccc(-c2cc(C(F)F)n3ncc(C(=O)N4CCc5ccccc54)c3n2)cc1 | 1 | 0.1 | -10 | -1.9 | -8
27 | O=C(NCC1CCCO1)c1ccc(Cl)c(F)c1F (stereo unspecified) | 2 | -0.5 | 1 | -0.3 | -9
28 | COc1cc(CNc2ccc3[nH]c(=O)[nH]c3c2)ccc1OCc1ccc(Cl)cc1 | -9 | 2.2 | -14 | 1.6 | 26
29 | Cc1cc(NC(=O)CSc2nnc(-c3ccncc3)n2-c2ccccc2)no1 | -7 | -0.6 | 14 | -1.1 | 9
30 | COc1cc(/C=N/N2CCN(C3c4ccccc4-c4ccccc43)CC2)ccc1O | -2 | -0.4 | -12 | 1.0 | 5
31 | O=C(CCN1C(=O)/C(=C\c2ccccc2)SC1=S)Nc1ccc(C(=O)O)cc1 | -7 | 1.6 | 17 | 4.7 | -3
32 | COc1ccc(C(=O)n2nc(C)cc2Nc2ccccc2)cc1 | 4 | -0.7 | 5 | -1.7 | 0
33 | O=C(CN1CCN(c2ccc(F)cc2)CC1)c1ccc(O)cc1O | -5 | 0.5 | 16 | 1.5 | 5
34 | Cc1ccccc1NS(=O)(=O)c1cc(C(=O)NCCSC2CCCCC2)ccc1C | -5 | 0.5 | -16 | -0.9 | -7
35 | CCCCCCCOc1ccc(C2(C)NC(=O)NC2=O)cc1 (stereo unspecified) | -2 | 1.4 | -8 | 1.9 | -4
36 | COCCN1CCN(Cc2cn(C)nc2-c2ccc(Oc3ccccc3)cc2)CC1 | -2 | 2.0 | -28 | 2.8 | -8

item | PHOSPHO1 inh | FID counter | IMP-1 inh | VIM-2 inhibitor
25 | -2 | -5 | -3.2 | -0.8
26 | 24 | 0 | -4.3 | -2.6
27 | 6 | -1 | -2.4 | -6.4
28 | 24 | 0 | -1.0 | 0.3
29 | 4 | -5 | 0.3 | 2.4
30 | 14 | 6 | 0.0 | 1.5
31 | 47 | -10 | 0.1 | -3.3
32 | 3 | -1 | -2.5 | -3.7
33 | -5 | -7 | -1.6 | 1.8
34 | 15 | -25 | -1.5 | 0.7
35 | 36 | -25 | -1.6 | -1.9
36 | 12 | 9 | -4.1 | -1.5

The list continues.
item | Structure | GalR3 antagonist | V1aR counter | HCV NS3 hel inh | OXTR ag | GPR7 antagonist
37 | COc1ccccc1CCN1CCCC(CN(C)CC(C)(C)CO)C1 (stereo unspecified) | -2 | -1.2 | -9 | -0.5 | -7
38 | CCC(CO)(CO)N(CC(=O)Nc1ccc(OC)cc1)CC(=O)Nc1ccc(OC)cc1 | -5 | 1.8 | 5 | 0.2 | -6
39 | FC(F)(F)c1cccc(NC(=S)NC(c2ccccc2)c2ccccc2)c1 | -1 | 5.7 | -1 | 5.7 | -2
40 | COc1ccccc1C(=O)NC(=O)CSc1cccc[n+]1[O-] | 0 | 0.1 | -2 | 0.7 | 1
41 | O=c1c2c3c(sc2nc(NCCO)n1-c1ccccc1)CCCC3 | -7 | -0.3 | -2 | -0.4 | -15
42 | CC1CCCN(CCCOc2ccccc2-c2ccccc2)C1 (stereo unspecified) | -12 | · | -17 | · | 0
43 | O=C(CSC1=NCCN1)NC1CCCCCC1 | 2 | 0.1 | -1 | 0.5 | -4
44 | CN(C(=O)c1ccc(F)cc1)c1ccccc1C(=O)NCc1ccccc1 | 0 | 0.6 | 7 | 0.8 | -3
45 | CCOc1ccccc1NC=C1C(=O)OC2(CCCCC2)OC1=O | 0 | -1.5 | 2 | -1.7 | 4
46 | Cc1cccc(CN2CCN(Cc3cccc4nonc34)CC2CCO)n1 (stereo unspecified) | -4 | 1.1 | -4 | 0.2 | -2
47 | CN(C)C(=O)c1ccc(NC(=O)COc2cccc(Oc3ccccc3)c2)cc1 | -1 | 2.4 | -11 | 0.9 | -17
48 | COC(=O)COc1cccc(NC(=O)C(c2ccccc2)c2ccccc2)c1 | -10 | 0.5 | -15 | -1.9 | -14
49 | Cc1cc(C)n(S(=O)(=O)c2ccc(C)c(C)c2)n1 | -11 | · | 13 | · | -12
50 | COCCNC(=O)CSc1nc2sc(C)c(C)c2c(=O)n1-c1ccccc1 | 2 | 0.2 | -2 | -0.9 | -13
51 | O=C(CSc1ccc(-c2ccccn2)nn1)NCc1ccc(Cl)cc1 | -3 | -1.1 | 6 | -2.5 | -4

item | PHOSPHO1 inh | FID counter | IMP-1 inh | VIM-2 inhibitor
37 | 14 | 3 | -1.6 | -1.2
38 | 5 | -25 | -3.8 | -1.9
39 | 11 | -6 | -4.1 | -2.5
40 | 28 | 4 | -0.8 | -0.9
41 | 24 | -13 | 2.7 | -1.2
42 | 8 | 15 | -2.2 | -2.8
43 | -9 | -2 | -5.2 | -1.9
44 | 34 | -8 | -2.8 | -2.7
45 | 15 | -9 | -0.4 | -4.2
46 | 52 | -5 | -0.8 | -1.6
47 | 24 | -26 | -5.0 | -1.3
48 | · | -22 | -1.1 | -0.9
49 | 14 | 2 | -5.6 | -2.5
50 | -8 | -34 | -2.1 | -1.9
51 | -40 | -4 | -5.6 | -5.7
